Screening results deposited in PubChem BioAssay by National Center for Advancing Translational Sciences (NCATS).
Pin1 inh: blocks the human prolyl isomerase Pin1; Potency, µM (top dose mostly 115 µM), without a hit: top-dose activity, negative = inhibition, actives largely listed as inhibitors; Q13526; 0.009% of 390,000 active; Pin1 FP peptide displacement, HiFluor488, 10 min; active = well fitted inhibition curve with a large enough effect in the polarisation, with a control signal flat, not every such curve was filed as active; inconclusive = small, poorly fitted or top-dose-only effect, or effect the other way, or a change in a side signal; inactive = no such curve, though single readings can be large or run the other way; the % refers to the polarisation; note: % is set by controls: 0 for no effect and ±100 for the full control effect
Target sequence (Q13526 whole entry, looked up): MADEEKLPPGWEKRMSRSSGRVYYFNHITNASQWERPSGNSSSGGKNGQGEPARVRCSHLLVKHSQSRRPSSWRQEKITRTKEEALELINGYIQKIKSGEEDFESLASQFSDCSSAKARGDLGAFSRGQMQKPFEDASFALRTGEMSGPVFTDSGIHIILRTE
HP1b chromo inh: HP1-beta chromodomain-methylated histone interaction inhibition | AlphaScreen HP1-beta / biotin-H3K9me3 peptide binding | Potency, µM (top dose mostly 114 µM), without a hit: at the top dose activity change, negative = inhibition, hits mostly inhibitors | 0.56% of 390,000 active | AID 540317; note: nearly all actives have a fitted effect of over 70% in size; inactives centre near 23
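AlphaScreen: HP1-beta (50 nM) preformed 30 min with biotin-H3(1-18)K9me3 peptide (50 nM) in PBS pH 7.4, 0.01% Tween-20. Compound added for 30 min at RT, then streptavidin donor/nickel chelate acceptor beads (10 ug/mL) for 30 min.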
JMJD2A Tudor: inhibitors of human JMJD2A Tudor domain. O75164. AlphaScreen JMJD2A-Tudor / H3K4me3 peptide binding. Potency, µM (top dose mostly 114 µM), for inactives: at the top dose activity change, negative = inhibition, actives largely listed as inhibitors. 4.4% of 390,000 active; note: % is set by controls: 0 for no effect and ±100 for the full control effect; nearly all actives have a fitted effect of over 50% in size
ERG-DNA inh: inhibitors of human ERG Ets domain-DNA interaction | 0.028% of 370,000 active | Potency, µM (doses to about 76.9 µM), inactives show at the highest dose FP activity, negative = inhibition, actives largely listed as inhibitors | P11308 | fluorescence polarization, His-ERG Ets domain / labelled DNA; active = well fitted inhibition curve with a large enough effect in the polarisation, with a control signal flat; inconclusive = small, poorly fitted or top-dose-only effect, or effect the other way, or a change in a side signal; inactive = no such curve, though single readings can be large or run the other way; the % refers to the polarisation;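 note: polarization taken with two DNA probes labelled with fluorescein and Texas red; % of control where 0% means no effect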
Target sequence (P11308 whole entry, looked up, the tested form may be a part): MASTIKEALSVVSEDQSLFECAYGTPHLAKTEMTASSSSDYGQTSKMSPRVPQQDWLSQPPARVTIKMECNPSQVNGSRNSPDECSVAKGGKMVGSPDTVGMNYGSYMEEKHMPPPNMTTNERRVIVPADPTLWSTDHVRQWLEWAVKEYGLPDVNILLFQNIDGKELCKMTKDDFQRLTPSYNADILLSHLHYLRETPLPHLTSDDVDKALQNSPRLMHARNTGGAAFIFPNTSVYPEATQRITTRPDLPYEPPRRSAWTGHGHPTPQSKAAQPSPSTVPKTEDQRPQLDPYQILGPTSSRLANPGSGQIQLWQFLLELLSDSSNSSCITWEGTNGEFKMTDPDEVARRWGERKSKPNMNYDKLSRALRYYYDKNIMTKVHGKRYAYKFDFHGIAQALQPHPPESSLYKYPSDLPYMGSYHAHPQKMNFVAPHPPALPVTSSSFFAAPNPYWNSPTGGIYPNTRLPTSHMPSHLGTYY
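His-tagged ERG Ets domain (1 uM in the protein solution; 300mM KCl, 50mM Tris-HCl, 1mM EDTA, 1mM DTT, pH 7.5) received compound, then a probe mix of 5 nM fluorescein-DNA and 100nM Texas-615-DNA. Fluorescence polarization was read for both dyes.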
rTrxR1 inhibitor: blocks rat thioredoxin reductase 1 | O89049 | recombinant rTrxR1, NADPH fluorescence consumption, selenite substrate | Potency, µM (top dose mostly 114 µM), for the others: at the top dose activity change, negative = inhibition, actives largely listed as inhibitors | 1% of 390,000 active; note: % is set by controls: 0 for no effect and ±100 for the full control effect; nearly all actives have a fitted effect of over 65% in size
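Rat TrxR1 (90 nM in the dispensed reagent) was pre-reduced with 400 uM NADPH for 5 min at room temperature, then incubated with compound for 15 min. After 400 uM selenite was added, NADPH fluorescence (Ex 340/Em 450 nm) was followed for 8 min.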
GLS inhibitor: inhibitors of human glutaminase (GLS); GLS enzymatic activity, qHTS titration; 0.21% of 410,000 active; Potency, µM (titrated, usually from 45.5 µM), for the others: top-dose activity change, negative = inhibition, most hits filed as inhibitors; O94925; note: % is set by controls: 0 for no effect and ±100 for the full control effect
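Glutamate formation by hKGA was monitored fluorometrically using coupled glutamate oxidase, HRP and Amplex Red. Substrate was added as 1 mM L-glutamine solution; incubation was 30 min at RT after an initial read.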
Tb PGK inh: blocks T. brucei phosphoglycerate kinase | P07378 | PGK/GAPDH coupled, Kinase-Glo luminescence, 60 min | Potency, µM (doses to about 57.5 µM), without a hit: at the top dose activity change, negative = inhibition, most hits filed as inhibitors | 0.043% of 380,000 active | AID 602233; note: % is set by controls: 0 for no effect and ±100 for the full control effect; nearly all actives have a fitted effect of over 60% in size
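Recombinant glycosomal PGK reaction used 1,3-bisphosphoglycerate generated in-well by GAPDH (100nM final) in 100mM TEA pH 7.6, 5mM MgCl2, 0.01% Tween-20. After 60 minutes at room temperature, ATP was read by Kinase-Glo Plus luminescence end-point.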
12-LOX inh: blocks human arachidonate 12S-lipoxygenase | P18054 | purified 12hLO, xylenol orange hydroperoxide absorbance | Potency, µM (top dose mostly 108 µM), inactives show top-dose activity change, negative = inhibition, usual class: inhibitors | 1.1% of 580,000 active; note: % is set by controls: 0 for no effect and ±100 for the full control effect
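Purified human 12hLO at 150 nM in 25 mM Hepes, 0.01% Triton X-100, pH 7.0, preincubated 15 min at room temperature with compound. Reaction started with 40 uM arachidonic acid, 30 min at room temperature. Hydroperoxide measured by Fe-xylenol orange, 573/405 nm absorbance ratio.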
RGS4 inhibitor: human RGS4 inhibition; P49798; 0.039% of 390,000 active; Transcreener GDP fluorescence polarization, RGS4-accelerated GTP hydrolysis; Potency, µM (doses to about 114 µM), without a hit: at the highest dose activity change, negative = inhibition, usual class: inhibitors; note: % is set by controls: 0 for no effect and ±100 for the full control effect; nearly all actives have a fitted effect of over 75% in size; some results filed as inactive show a strong effect at the top dose
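MLSMR compounds (23 nl, pin-transferred) preincubated 10 min at room temperature with a 500nM (2x) first reagent, then RGS4 at 900nM (2x) plus Transcreener GDP mix added; fluorescence polarization (620/688 nm) read before and after 90 min at 30 °C.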
Starred values were filed as active, the others as inactive; ? = inconclusive; . = not tested or not shown; [ ] = another dose, or the depositor's remark. Unless noted, calls come from the whole dose curve; as a rule, active = well fitted curve in the direction sought with a large enough effect; inconclusive = small, poorly fitted or top-dose-only effect, or another doubt; inactive = no such curve, though single readings can be large; an effect the other way counts as inactive or inconclusive. Potency is the fitted concentration of half-maximal effect.

SMILES | Pin1 inh | HP1b chromo inh | JMJD2A Tudor | ERG-DNA inh | rTrxR1 inhibitor | GLS inhibitor | Tb PGK inh | 12-LOX inh | RGS4 inhibitor
O=C(Cn1c(-c2cccs2)cc2ccccc21)N1CCN(c2ccc(F)cc2)CC1 | 13% | 20% | -9% | 3% | 26% | 9% | -1% | -19% | -12%
COC(=O)Cc1ccc(NC(=S)N2CCN(C)CC2)cc1 | 3% | 11%[57 µM] | -20% | 5% | -3% | -7% | -3% | 3% | -26%
CCc1ccc(NC(=O)CCCc2nnc3n(C(C)CC)c(=O)c4sccc4n23)cc1 (stereo unspecified) | -2% | 13% | -14% | -1% | 28% | -2% | -15% | -37% | -4%
O=C(CSc1nc2ccccc2[nH]1)N/N=C/C=C\c1ccccc1[N+](=O)[O-] | -7% | -12% | ? | -5% | 0% | -1% | -9% | -19% | -16%
COc1ccc(-c2nnn(Cc3ccccc3)n2)cc1OC | -2% | 39%[activator] | -5% | 0% | 24% | -2% | -2% | -3% | -18%
Oc1ccc(Nc2nc3ccccc3n3cnnc23)cc1 | -6% | 45%[activator] | -12% | 6% | -3% | 29% | 8% | 0% | 13%
COc1ccc(C2=NO[C@@H]3[C@@H]4C[C@@H]([C@H]5C(=O)N(c6ccc7c(c6)OCO7)C(=O)[C@@H]45)[C@H]23)cc1OC | 2% | 21% | -10% | 5% | 10% | -1% | 2% | 0% | -9%
CCCCOc1ccc(/C=C(\C(=O)O)c2ccc(S(=O)(=O)N3CCCC3)s2)cc1 | 11% | 33% | -11% | -11% | -6% | 22% | -6% | -50% | -29%
Cc1cccn2c(=S)[nH]nc12 | 10% | 71µM* | 2.8µM* | 2% | -25%[11.4 µM] | -12% | 2% | ? | ?
O=C(CS(=O)(=O)Cc1ccccc1)NCC1CCCO1 (stereo unspecified) | -1% | 46%[activator] | 7%[57.1 µM] | 6% | 13%[57.1 µM] | -5% | -6% | ? | 18%[11.4 µM]
N#Cc1nc(-c2ccc(OCc3ccccc3Cl)cc2)oc1N1CCCCCC1 | 3% | ? | ? | . | 20% | . | . | . | 1%
CCN(CC(=O)Nc1c(F)cccc1F)C(=O)c1cccc(S(=O)(=O)N2CCCc3ccccc32)c1 | 0% | 25% | -23% | -1% | 0% | -4% | 6% | 298%[activator] | 15%
CCOC(=O)c1cccc2c(=O)c(C(=O)c3ccc(Cl)cc3)c(C(=O)OC)[nH]c12 | -1% | 11% | -8% | 14% | 9%[57.1 µM] | 1% | -2% | 2% | 5%
Cc1cc(C)cc(NC(=O)CN2CCc3ccccc3C2)c1 | -1% | -44% | 40µM* | -8% | 7% | -4% | -7% | -16% | -8%
Cc1ccc(C)c(CN2C(=O)c3ccccc3S(=O)c3ccc(C(=O)N4CCCCC4)cc32)c1 (stereo unspecified) | ? | 14% | -32% | -2% | 42%[activator] | -5% | 2% | -26% | -1%
Cc1ccc(S(=O)(=O)N2CCN(C(=O)CSc3nccn3C)CC2)cc1 | -11% | 15% | -4% | 4% | 20% | -4% | -2% | -18% | 13%
Cc1ccccc1CNC(=O)c1ccccc1NC(=O)c1nsc2ccccc12 | ? | 15%[57 µM] | -15% | -6% | 3%[57.1 µM] | -11% | -4% | ? | 16%
Cc1c(NC(=O)Cn2cc([N+](=O)[O-])cn2)c(=O)n(-c2ccccc2)n1C | -2% | -13% | -11% | 7% | 18%[57.1 µM] | -30% | 3% | 0% | -4%
CN1CCN(CCNC(=O)Nc2ccccc2[N+](=O)[O-])CC1 | 4% | 44%[activator] | -23% | -5% | 14% | -3% | 7% | -3% | -12%
Oc1cc2ccccc2cc1-c1n[nH]c(=S)o1 | -6% | 6% | -23% | 8% | 12%[57.1 µM] | 23% | -2% | 14% | -50%

Entries listed above shown as hits in HP1b chromo inh:
SMILES | Pin1 inh | HP1b chromo inh | JMJD2A Tudor | ERG-DNA inh | rTrxR1 inhibitor | GLS inhibitor | Tb PGK inh | 12-LOX inh | RGS4 inhibitor
Cc1cccn2c(=S)[nH]nc12 | 10% | 71µM* | 2.8µM* | 2% | -25%[11.4 µM] | -12% | 2% | ? | ?

In a second layout: entries from further up.
Under each structure: Pin1 inh | HP1b chromo inh | JMJD2A Tudor | ERG-DNA inh | rTrxR1 inhibitor | GLS inhibitor | Tb PGK inh | 12-LOX inh | RGS4 inhibitor
> Oc1cc2ccccc2cc1-c1n[nH]c(=S)o1
→ -6% | 6% | -23% | 8% | 12%[57.1 µM] | 23% | -2% | 14% | -50%
> CCN(CC(=O)Nc1c(F)cccc1F)C(=O)c1cccc(S(=O)(=O)N2CCCc3ccccc32)c1
→ 0% | 25% | -23% | -1% | 0% | -4% | 6% | 298%[activator] | 15%
> CN1CCN(CCNC(=O)Nc2ccccc2[N+](=O)[O-])CC1
→ 4% | 44%[activator] | -23% | -5% | 14% | -3% | 7% | -3% | -12%
> Cc1ccc(C)c(CN2C(=O)c3ccccc3S(=O)c3ccc(C(=O)N4CCCCC4)cc32)c1 (stereo unspecified)
→ ? | 14% | -32% | -2% | 42%[activator] | -5% | 2% | -26% | -1%
> O=C(CS(=O)(=O)Cc1ccccc1)NCC1CCCO1 (stereo unspecified)
→ -1% | 46%[activator] | 7%[57.1 µM] | 6% | 13%[57.1 µM] | -5% | -6% | ? | 18%[11.4 µM]
> Oc1ccc(Nc2nc3ccccc3n3cnnc23)cc1
→ -6% | 45%[activator] | -12% | 6% | -3% | 29% | 8% | 0% | 13%
> COc1ccc(C2=NO[C@@H]3[C@@H]4C[C@@H]([C@H]5C(=O)N(c6ccc7c(c6)OCO7)C(=O)[C@@H]45)[C@H]23)cc1OC
→ 2% | 21% | -10% | 5% | 10% | -1% | 2% | 0% | -9%

Only part of the results is shown; the hit share may differ from the screen's.
